Screening data: PubChem, several laboratories
HSP90 inh – HSP90 inhibitors, primary screen, cell lysate, luminescence | Rabbit reticulocyte lysate, luciferase refolding luminescence, 3 h | 290,000 compounds, 0.91% hits | Heat shock protein HSP 90 (rabbit reticulocyte lysate; luciferase refolding) | inhibition, % at 5.6 µM | AID 1789, 2009;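 active = inhibition above the screen-wide mean plus 3 SD, computed separately per campaign, cut at about 16% in these data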;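 also: 0% = DMSO wells and 100% = 60 µM geldanamycin wells; inhibitors lower the luminescence because luciferase stays unfolded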
HSF-1 act – HSF-1 activators, primary screen, NIH3T3-HGL cells, MG132 stress, luminescence, single point | activation, % at 9 µM | NIH3T3-HGL HSF-1 luciferase reporter, 8 h; 100% = twice DMSO control signal | AID 504408, 2011 | 300,000 compounds, 1.7% hits;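 active = mean replicate activation of at least 50% with a set share of replicates each reaching 50%; inconclusive = only one of those two conditions met; inactive = mean below 50% and too few replicates reaching it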;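 also: 0% = median of the neutral control wells and 100% = twice that signal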
IEC-6 cytotox – cytotoxicity in IEC-6 intestinal epithelial cells, primary screen, cytotoxicity control for KLF5 inhibitor project, cell-based, luminescence. AID 1825, 2009. inhibition, % at 5 µM. 290,000 compounds, 0.78% hits. IEC-6 cytotoxicity, luminescence viability; in the data active = inhibition above about 22%;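 also: 0% = plate median of test compound wells and 100% = cytotoxic reference compound wells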
KLF5 inh – KLF5 expression inhibitors, primary screen, DLD-1 cells, luminescence; DLD-1 KLF5 promoter-luciferase reporter; AID 1700, 2009; inhibition, % at 5 µM; 290,000 compounds, 0.23% hits;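 active = inhibition above a per-plate limit of that plate's mean compound inhibition plus 3 SD, cut at about 60% in these data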;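 also: 0% = DMSO wells and 100% = LY294002 at 200 µM; higher means less KLF5 promoter-driven luciferase light; inactives centre near -14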
HSF1 inh – HSF1 inhibitors in luciferase reporter cells, primary screen, cell-based, NIH3T3, luminescence | AID 2098, 2009 | activity change, negative = inhibition, % at 7.5 µM (by protocol) | 300,000 compounds, 0.77% hits | NIH3T3-HGL HSE-luciferase, MG132-induced, luminescence 8 h; active compounds read low;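 active = more than half of replicate wells show activity change below -50%, luminescence cut by over half; inconclusive = some wells, but at most half, below -50%; inactive = no replicate well below -50%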;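 also: luciferase reports HSF-1 transcriptional activity via heat shock element; 0% = median of DMSO wells and -100% = zero luminescence signal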
GSK3beta inhib – human GSK3beta kinase inhibitors, primary screen, biochemical, cell-free homogeneous, HTS; GST-GSK3beta kinase, ADP-Glo luminescence, 60 min; active compounds read low; activity score (negative = inhibition), % at 10 µM; 300,000 compounds, 0.038% hits;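 active = more than half of replicate wells score below -50%, meaning over 50% inhibition versus plate controls; inconclusive = some replicates but at most half score below -50%; inactive = no replicate scores below -50%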;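 also: 0% = median DMSO wells and -100% = median GW8510 positive control wells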
Target sequence (P49841 whole entry, looked up): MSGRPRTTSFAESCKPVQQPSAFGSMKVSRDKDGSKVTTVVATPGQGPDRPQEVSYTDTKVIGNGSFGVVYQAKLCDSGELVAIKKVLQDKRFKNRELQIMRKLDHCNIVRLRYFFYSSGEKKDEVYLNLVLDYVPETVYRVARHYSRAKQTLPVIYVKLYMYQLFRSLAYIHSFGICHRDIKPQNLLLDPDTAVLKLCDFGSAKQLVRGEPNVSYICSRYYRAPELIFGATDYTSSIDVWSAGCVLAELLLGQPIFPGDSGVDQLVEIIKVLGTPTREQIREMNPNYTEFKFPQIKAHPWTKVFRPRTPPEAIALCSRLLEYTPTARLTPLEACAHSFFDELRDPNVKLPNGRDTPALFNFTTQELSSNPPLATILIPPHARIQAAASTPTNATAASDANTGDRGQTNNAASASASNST
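Assay system: GST-tagged human GSK3beta kinase, cell-free; Input: 1.6 ng GSK3beta; Medium: Tris/MgCl2 kinase buffer; Timing: 60 min enzyme reaction, room temperature; Signal: ADP-Glo luminescence quantifying ADP generated by kinase; Evaluation: score relative to plate controls; Benchmarks: DMSO neutral wells and GW8510 at 20 µM as positive.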
GSK3 alpha inh – blockers of GSK3A enzyme activity – biochemical, luminescence, cell-free homogeneous, HTS, primary screen; Glycogen synthase kinase-3 alpha (Homo sapiens), P49840; GSK-3 alpha kinase, ADP-Glo luminescence, 60 min; inhibition, % at 10 µM; 320,000 compounds, 0.1% hits; AID 2650, 2010;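 in the data active = inhibition above about 50%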;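 also: GST-tagged GSK-3 alpha with peptide substrate and 25 µM ATP; 0% = DMSO neutral wells and 100% = GW8510 positive control wells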
Target sequence (P49840 whole entry, looked up): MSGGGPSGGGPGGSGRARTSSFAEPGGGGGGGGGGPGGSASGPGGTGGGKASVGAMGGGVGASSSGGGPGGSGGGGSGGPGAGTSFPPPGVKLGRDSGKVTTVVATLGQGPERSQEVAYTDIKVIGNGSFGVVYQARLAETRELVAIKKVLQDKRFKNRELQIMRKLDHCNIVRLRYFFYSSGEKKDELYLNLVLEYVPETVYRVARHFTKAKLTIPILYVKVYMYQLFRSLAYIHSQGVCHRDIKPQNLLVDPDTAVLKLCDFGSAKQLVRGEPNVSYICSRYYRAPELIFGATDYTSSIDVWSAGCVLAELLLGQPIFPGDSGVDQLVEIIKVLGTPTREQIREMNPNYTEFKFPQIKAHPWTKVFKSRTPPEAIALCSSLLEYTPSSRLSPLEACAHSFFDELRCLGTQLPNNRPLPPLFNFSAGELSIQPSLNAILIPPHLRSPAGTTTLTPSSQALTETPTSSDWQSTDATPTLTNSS
Platelet DG rel – inhibitors of platelet dense granule secretion, primary screen, cell-based, MLPCN, human platelets; human platelet-rich plasma, SFLLRN dense granule ATP release, luminescence; inhibition, %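 (compounds screened at 7.5 µM in platelet-rich plasma)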; 300,000 compounds, 0.22% hits; AID 1663, 2009;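 active = mean replicate score, as percent of positive control, at or above 50; inconclusive = mean below 50 but at least one replicate at or above 50; inactive = mean and every replicate below 50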
DYRK1A inh – rat Dyrk1A kinase inhibitors, primary screen, biochemical, single point, plate reader; AID 504441, 2011; Dual specificity tyrosine-phosphorylation-regulated kinase 1A (Rattus norvegicus), Q63470; ADP-Glo luminescence, NFATc1 peptide; 310,000 compounds, 0.43% hits; inhibition, % at 12.5 µM; in the data active = inhibition above about 50%;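 also: plate controls were vehicle with enzyme for no effect and no enzyme for full effect; many of its hits are not listed in these tables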
aSyn UTR inh – MLPCN primary screen, SNCA 5' untranslated region | alpha-synuclein 5'UTR reporter, inhibitor activity | inhibition, % (tested at 7.5 µM) | 300,000 compounds, 0.82% hits; in the data active = inhibition above about 60%; inconclusive = no clear call, values can overlap the other calls;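 also: H4 neuroglioblastoma cells stably carrying SNCA 5'UTR luciferase fusion; 0% = DMSO wells and 100% = positive control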
Numbers without * were called inactive; ? = inconclusive; / = no result given; & = joins results of further samples. A portion of the library; rates above refer to the full screens.

Start of the data: the first 14 compounds, ahead of the listing:
SMILES	HSP90 inh	HSF-1 act	IEC-6 cytotox	KLF5 inh	HSF1 inh	GSK3beta inhib	GSK3 alpha inh	Platelet DG rel	DYRK1A inh	aSyn UTR inh
Cc1ccccc1OCC(=O)Nc1ccc(S(=O)(=O)Nc2onc(C)c2C)cc1	-4	4	0	-25	-10	0	-3	-7	10	0
Cn1ccnc1/C(=N\NC(=O)c1ccc(O)cc1)c1cccc([N+](=O)[O-])c1	0	6	-5	-6	-4	0	3	0	-1	9
COc1ccc(C2C3=C(CCCC3=O)Nc3nc(SCc4ccccc4)nn32)cc1OC (stereo not drawn)	-4	1	-2	-26	6	0	-2	6	-3	15
O=C(O)COc1ccc(NC(=O)c2ccc3c(c2)C(=O)N(C2CCCCC2)C3=O)cc1	-3	0	-12	-16	1	1	1	5	-3	19
O=C(N/N=C/c1ccco1)c1cc(-c2ccccc2)nc2ccccc12	1	2	1	-2	3	4	2	4	6	14
O=C(CN1N=C(c2ccc(Cl)cc2)CCC1=O)NCc1cccnc1	0	7	1	-4	-5	1	-1	-7	-1	9
COC(=O)c1c(NC(=O)c2cccc([N+](=O)[O-])c2)sc(C(N)=O)c1C	-3	13	-1	-9	-4	1	-10	5	1	3
CN1CCc2c(sc(NC(=O)c3ccco3)c2C(N)=O)C1	-3	8	-3	-31	6	1	0	-2	10	-8
Cc1ccc(C(=O)C(C(=O)/C=C/c2ccccc2)=C2SCCCS2)cc1	5	136*	5	-10	95	0	1	4	-3	-102
N#CCS(=O)(=O)c1ccccc1	-2	-10	3	-8	-4	-1	-3	1	-15	-15
Cn1cc(SCC(=O)O)c2ccccc21	-1	-8	0	4	-7	-4	-4	11	1	3
Cc1ccc2nc(Cl)c(C3CC(c4cccs4)=NN3C(=O)CCC(=O)O)cc2c1 (stereo not drawn)	-5	27	-2	14	6	2	2	-2	-2	9
O=[N+]([O-])c1ccc(CN2CCN(c3ccc(F)cc3)CC2)o1	-2	7	7	-14	-3	3	6	-2	4	1
CCCCn1c(=O)c(CCC(=O)OCC(=O)NCc2ccc(OC)c(OC)c2)nc2ccccc21	-4	16	-1	-11	-3	-4	-1	-2	4	-5

All compounds of this part, repeating the preview:
SMILES	HSP90 inh	HSF-1 act	IEC-6 cytotox	KLF5 inh	HSF1 inh	GSK3beta inhib	GSK3 alpha inh	Platelet DG rel	DYRK1A inh	aSyn UTR inh
Cc1ccccc1OCC(=O)Nc1ccc(S(=O)(=O)Nc2onc(C)c2C)cc1	-4	4	0	-25	-10	0	-3	-7	10	0
Cn1ccnc1/C(=N\NC(=O)c1ccc(O)cc1)c1cccc([N+](=O)[O-])c1	0	6	-5	-6	-4	0	3	0	-1	9
COc1ccc(C2C3=C(CCCC3=O)Nc3nc(SCc4ccccc4)nn32)cc1OC (stereo not drawn)	-4	1	-2	-26	6	0	-2	6	-3	15
O=C(O)COc1ccc(NC(=O)c2ccc3c(c2)C(=O)N(C2CCCCC2)C3=O)cc1	-3	0	-12	-16	1	1	1	5	-3	19
O=C(N/N=C/c1ccco1)c1cc(-c2ccccc2)nc2ccccc12	1	2	1	-2	3	4	2	4	6	14
O=C(CN1N=C(c2ccc(Cl)cc2)CCC1=O)NCc1cccnc1	0	7	1	-4	-5	1	-1	-7	-1	9
COC(=O)c1c(NC(=O)c2cccc([N+](=O)[O-])c2)sc(C(N)=O)c1C	-3	13	-1	-9	-4	1	-10	5	1	3
CN1CCc2c(sc(NC(=O)c3ccco3)c2C(N)=O)C1	-3	8	-3	-31	6	1	0	-2	10	-8
Cc1ccc(C(=O)C(C(=O)/C=C/c2ccccc2)=C2SCCCS2)cc1	5	136*	5	-10	95	0	1	4	-3	-102
N#CCS(=O)(=O)c1ccccc1	-2	-10	3	-8	-4	-1	-3	1	-15	-15
Cn1cc(SCC(=O)O)c2ccccc21	-1	-8	0	4	-7	-4	-4	11	1	3
Cc1ccc2nc(Cl)c(C3CC(c4cccs4)=NN3C(=O)CCC(=O)O)cc2c1 (stereo not drawn)	-5	27	-2	14	6	2	2	-2	-2	9
O=[N+]([O-])c1ccc(CN2CCN(c3ccc(F)cc3)CC2)o1	-2	7	7	-14	-3	3	6	-2	4	1
CCCCn1c(=O)c(CCC(=O)OCC(=O)NCc2ccc(OC)c(OC)c2)nc2ccccc21	-4	16	-1	-11	-3	-4	-1	-2	4	-5
COc1ccc(C(=O)c2cn[nH]c2-c2ccc(C)cc2O)cc1	1	-4	-4	-20	-1	-3	0	4	-1	-6
NC(=O)CSc1nnnn1-c1ccccc1Cl	-2	1	3	-35	2	1	0	-11	18	-5
COc1ccccc1NCC(=O)n1nc(C)cc1C	4	-11	3	-6	-6	-1	/	12	/	-13
Cc1ccc(C(=O)Nc2ccccc2)cc1S(=O)(=O)N1CCN(C)CC1	-7	9	0	-41	8	2	0	0	0	-1
CC(C)C(OC(=O)c1ccco1)C(=O)NCc1ccco1 (stereo not drawn)	5	1	6	8	-3	3	-1	2	-11	34
FC(F)(F)c1cc(-c2ccccc2)nc(-n2cc(Cl)cn2)n1	0	-21	3	-4	-8	1	4	-9	7	29
O=C(Nc1cccc(S(=O)(=O)N2CCCCCC2)c1)C1=COCCO1	/	1	/	/	7	3	2	-2	2	-16
COC(=O)C(CC(C)C)NC(=O)CNC(=O)c1ccccc1C (stereo not drawn)	1	-9	1	-12	-11	-3	-1	/	-3	1
O=C(CN(C(=O)CCC(=O)Nc1ccccn1)c1cccc(F)c1)NCc1ccc2c(c1)OCO2	-2	-9	-8	-3	-3	-2	-3	1	-2	-18
COc1ccc(OC)c(/C=N/NC(=O)c2ccncc2)c1	-6	15	-8	-9	0	5	3	-1	6	4
COc1ccc(NC(=O)CSc2c3c(nc4ccccc24)CCCC3)c(OC)c1	3	70*	9	-1	63	2	-2	-13	13	-8
CCN(Cc1ccncc1)C(=O)c1cc(COc2ccc(C)c(C)c2)on1	-4	4	-3	-16	-1	2	0	-9	-3	0
COc1ccc(NC(=O)/C(=C/c2cccs2)NC(=O)c2ccco2)cc1	1	17	4	-18	2	5	-6	6	-2	-20
CCCNC(=S)Nc1ccc2nc(-c3ccccn3)c(-c3ccccn3)nc2c1	2	27	3	-14	-3	2	-2	-6	2	-1
Cc1sc(NC(=O)c2ccccc2)c(C(c2ccc(Cl)cc2)N2CCN(CCO)CC2)c1C (stereo not drawn)	0	34	-3	-4	-7	-23	-2	15	-1	-27
O=C(Nc1ccc(Oc2ccsc2C(=O)O)cc1)c1ccccc1	-3	8	2	-57	-3	-1	-3	-3	-1	8
O=C(CN1CCN(Cc2ccccc2F)C1=O)NCCc1ccc(Cl)cc1	-1	-38	0	-19	-18	2	-5	-14	2	18
N#C/C(=N\Nc1ccccc1)C(=N)N1CCOCC1	-3	13	-6	4	4	0	0	-18	7	-24
Cc1ccc2nc(-c3ccc(Br)cc3)cn2c1	75*	-34	4	49	-30	-1	-2	4	-9	63*
O=S(=O)(c1cccc(-c2nnc(SC(F)F)n2-c2ccccc2)c1)N1CCCCC1	5	0	2	25	-3	-1	-1	?	-7	36
Cc1ccc(NC(=O)C2CCCN2S(=O)(=O)c2ccc(F)cc2)c(C)c1 (stereo not drawn)	4	-9	7	-29	-1	-3	-2	-5	0	17
COc1cccc(C(=O)Nc2ccc(NC(=O)Cc3ccccc3)cc2)c1	-2	-4	2	-50	-4	3	-3	3	2	0
NC(=O)C1CCN(C(=O)C2CCN(S(=O)(=O)c3ccccc3)CC2)CC1	0	-51	2	-3	-36	-2	-1	1	-6	-23
Cc1ccc2nc(N(CCCN(C)C)C(=O)c3ccc(Br)s3)sc2c1	6	-16	3	-11	-8	0	1	-15	2	-1
CCOc1ccccc1NC(=O)N1CCC(C(=O)c2ccc(F)cc2)CC1	-2	-11	4	-34	-3	1	-3	-4	-5	15
O=C(COc1ccccc1Cl)NCC(c1cccs1)N1CCOCC1 (stereo not drawn)	/	1	/	/	1	-1	2	-2	8	-13
COc1ccc(C2=NN3C(C2)c2ccccc2OC3c2cccs2)cc1 (stereo not drawn)	-1	63*	-3	-127	17	-18	-1	-2	/	-190
CC(C)CCNC(=O)C1CCC(=O)N1CCc1ccccc1 (stereo not drawn)	3	-1	6	-36	7	4	0	12	-5	-13
CCOC(=O)Cc1nnc(NC(=O)c2cccc(OCC)c2)s1	-1	/	5	-7	/	-1	-1	/	-5	/
CC(C)(C)NC(=O)/C(=C\c1cccnc1)NC(=O)c1ccco1	5	/	3	-43	/	7	-1	6	-4	-10
CC(C)(C)C(=O)Nc1nnc(SCC(=O)NCc2cccs2)s1	1	-5	5	-22	-3	2	-2	-1	3	-1
CCn1cnc2scc(-c3ccc(C)c(C)c3)c2c1=O	-2	7	2	-57	-6	0	6	6	4	32
COC(=O)c1c(N2C(=O)Nc3ccccc3N2O)sc2c1CCCC2	-4	5	-5	-47	-7	3	-5	-9	2	10
COc1cccc(NC(=S)N(Cc2ccc(Cl)cc2)Cc2ccc(C(=O)O)cc2)c1	-2	9	-2	-15	1	3	-6	6	-5	-38
COc1ccc(NC(=O)c2ccc(NC(=O)C3CC3)cc2)cc1	3	0	14	-24	3	-2	-2	-3	-8	2
O=C(CSc1nnc(COc2ccc(Cl)cc2)o1)N1CCN(c2ccccc2)CC1	-2	-4	1	17	-2	0	/	0	13	9
COC(=O)CSc1ncnc2c1cnn2-c1ccc(C)cc1C	-1	8	1	-32	-3	3	3	-5	/	24
C/C(N)=C(/C#N)C(=O)CSc1nnc(Nc2cccc(C)c2C)s1	-4	40	-2	-110	12	0	/	-2	1&3	-117
NS(=O)(=O)c1ccc(CCNC(=O)c2cc(-c3ccccn3)nc3ccc(Br)cc23)cc1	-2	27	-5	-10	8	2	-5	7	1	16
